# D1 antagonist: human D1 dopamine receptor antagonism; hit rate 3.2% among 360,000; activity change, negative = inhibition, % at 10 µM; HEK293 TREx D1 cells, calcium flux, dopamine EC80; active compounds read low; P21728; in the data active means activity change below about -30%; further: on the % scale 0 is the no-effect control and ±100 the full control effect
# Target sequence (P21728 whole entry, looked up): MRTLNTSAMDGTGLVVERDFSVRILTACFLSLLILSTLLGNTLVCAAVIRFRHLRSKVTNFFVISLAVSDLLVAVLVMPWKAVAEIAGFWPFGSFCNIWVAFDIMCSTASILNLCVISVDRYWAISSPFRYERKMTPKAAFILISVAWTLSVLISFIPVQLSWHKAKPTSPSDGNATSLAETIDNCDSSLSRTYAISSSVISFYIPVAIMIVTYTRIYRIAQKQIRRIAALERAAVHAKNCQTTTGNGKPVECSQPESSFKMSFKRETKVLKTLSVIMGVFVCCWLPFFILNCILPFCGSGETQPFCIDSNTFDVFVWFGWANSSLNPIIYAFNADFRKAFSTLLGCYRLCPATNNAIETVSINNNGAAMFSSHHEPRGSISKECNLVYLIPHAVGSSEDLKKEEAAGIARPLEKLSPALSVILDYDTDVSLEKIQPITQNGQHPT
#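 Allosteric or orthosteric antagonism assessed as attenuation of the calcium response to EC80 dopamine, added 180 s after compound, in induced HEK293 Trex D1 cells loaded with no-wash calcium dye.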
# D2 potentiator: D2 dopamine receptor (human) potentiation; P14416; HEK293 T-REx D2, calcium flux, EC20 dopamine potentiation; potentiation, % at 10 µM; hit rate 0.34% among 340,000; AID 485347;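 active means potentiation over 3 SD above the plate norm, cut at about 30% in these data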; further: 0% is about no effect
#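 Using a no-wash calcium dye in inducible, force-coupled HEK293 Trex cells expressing D2, we tracked fluorescence each second for 180 s after compound, then for 180 s after EC20 dopamine to detect augmented signalling.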
# RXFP1 antag: RXFP1 (human) relaxin receptor antagonism; Q9HBX9; HEK293-RXFP1, relaxin-stimulated cAMP HTRF, 30 min; active compounds read low; activity change, negative = inhibition, % at 57.5 µM; hit rate 0.59% among 350,000;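 active means activity change of -60% or lower, but not beyond a set lower limit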; further: on the % scale 0 is the no-effect control and ±100 the full control effect
# D2 agonist: D2 dopamine receptor (human) agonism; P14416; AID 485358; activation, % at 2 µM; HEK293 T-REx D2 cells, calcium flux agonist mode; hit rate 0.53% among 340,000;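 active means activation over 3 SD above normal in the single-dose calcium agonist read, cut at about 30% in these data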; further: 0% is about no effect
#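 Tetracycline-induced HEK293 T-REx cells with force-coupled D2 receptor, plated overnight at 30 C, loaded with no-wash calcium dye. After a 10 s baseline, compound was pin-added and calcium flux read kinetically for 180 s; calcium rises flagged agonists.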
# D2 antagonist: antagonists of human D2 dopamine receptor. P14416. HEK293 TREx D2 cells, calcium flux, dopamine EC80. inhibition, % at 10 µM. hit rate 2% among 340,000. AID 485344; in the data active means inhibition above about 30%; further: 0% is about no effect
#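 Overnight-induced (tetracycline, 30 C) HEK293 T-REx cells carrying force-coupled D2 receive a no-wash calcium dye, then compound, then EC80 dopamine at 180 s; signals are read kinetically throughout.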
# RXFP1 agonist: RXFP1 (human) receptor agonism; Q9HBX9; hit rate 0.3% among 370,000; AID 2676; HEK293T-RXFP1 cAMP TR-FRET, 30 min; response scale: percent of porcine relaxin response, buffer zero; Potency, µM (highest dose often 57.5 µM), for inactives: at the top dose activation, most hits filed as activators; active means well fitted activation curve with a large enough effect; further: potency means the concentration at half of the fitted maximal effect; on the % scale 0 is the no-effect control and ±100 the full control effect; nearly all actives have a fitted effect of over 60% in size; many of its hits are not listed in these tables
#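 cAMP rise read by TR-FRET after 30 min, 37C compound exposure (up to 58 uM) in RXFP1-transfected HEK293 cells with Ro 20174 present. EC50 from Hill-equation fits, with 29 nM porcine relaxin as 100% and buffer as basal.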
# D1 potentiator: potentiators of human D1 dopamine receptor; potentiation, % at 10 µM; HEK293 TREx D1 cells, calcium flux, dopamine EC20 potentiation; hit rate 0.036% among 360,000; AID 504651; P21728; in the data active means potentiation above about 30%; further: 0% is about no effect
# TRHR PAM: TRH receptor (human) allosteric enhancement; enhancement, % at 2 µM; P34981; hit rate 0.66% among 360,000; TRHR cells, fluo-8 calcium fluorescence, EC20 TRH enhancement; in the data active means enhancement above about 30%; further: 0% is about no effect
# Target sequence (P34981 whole entry, looked up): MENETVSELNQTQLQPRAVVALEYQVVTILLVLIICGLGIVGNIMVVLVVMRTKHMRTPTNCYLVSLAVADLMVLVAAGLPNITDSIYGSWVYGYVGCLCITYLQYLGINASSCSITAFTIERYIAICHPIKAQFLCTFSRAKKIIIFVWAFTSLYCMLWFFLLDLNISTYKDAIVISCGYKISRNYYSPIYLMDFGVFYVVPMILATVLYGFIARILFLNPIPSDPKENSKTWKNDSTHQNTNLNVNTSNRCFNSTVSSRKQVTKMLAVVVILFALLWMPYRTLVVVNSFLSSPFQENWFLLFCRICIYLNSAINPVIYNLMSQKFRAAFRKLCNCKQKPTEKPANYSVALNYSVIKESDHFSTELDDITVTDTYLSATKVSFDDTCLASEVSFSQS
#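 Enhancer read-out: after compound pinning and an initial kinetic agonist-mode read, an EC20 of TRH (10 nM final) was injected and fluo-8 calcium signal (Ex 480/Em 530) followed at 1 s/cycle for 100 cycles in TRHR-expressing cells.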
# D1 agonist: agonists of human D1 dopamine receptor; P21728; HEK293 T-REx D1 cells, calcium flux, agonist mode; activation, % at 2 µM; hit rate 1% among 360,000; in the data active means activation above about 30%; further: 0% is about no effect
#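 Tetracycline-induced HEK293 TREx D1 cells, force-coupled to calcium signalling, were dye-loaded with a no-wash calcium kit. Compound was pin-added after a 10 s baseline. Fluorescence was read kinetically at 1 cycle/s for 180 s, with calcium rises flagged as agonism.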
# Numbers without * were called inactive; . = no result given. This is a subset; the hit share may differ from the screen's.
mol,D1 antagonist,D2 potentiator,RXFP1 antag,D2 agonist,D2 antagonist,RXFP1 agonist,D1 potentiator,TRHR PAM,D1 agonist
Cc1c(C(=O)N2CCOCC2)sc2ncn(CC(=O)N3CCC(C)CC3)c(=O)c12,1,0,9,-0.1,4,1.6%,1,-2,2
COCCNC(=O)c1ccc(CS(=O)(=O)c2ccc(C)cc2)o1,6,-1,-9,0.3,-11,0.6%,5,-1,2
CCOC(=O)c1c(-c2ccccc2)csc1NC(=S)NC,13,-15,-22,-0.7,-13,6.4%,2,-5,2
O=C1CC(N2CCC(C(=O)N3CCCCC3)CC2)C(=O)N1 (stereo not drawn),4,.,3,2.2,38*,0.0%,-3,0,2
Cc1cc(NC(=O)C(C)C)ncc1NC(=O)Cc1ccccc1,0,-2,14,-0.1,-8,1.6%,-1,10,14
O=c1ccc(NS(=O)(=O)c2ccccc2Cl)cn1Cc1ccc(Cl)c(Cl)c1,-24,3,-9,2.8,24,0.0%,-4,0,7
O=C(Nc1ccon1)c1sc2ccccc2c1Cl,-18,1,0,-0.1,-9,2.5%,-3,11,0
O=S(=O)(c1ccc(Br)s1)n1cccn1,1,2,-1,-1.3,-1,-0.1%,0,-1,2
Cc1ccc(NC(=O)C2CCC(=O)N2C(=O)OCc2ccccc2)cc1 (stereo not drawn),-3,17,-28,0.3,-4,4.9%,-5,4,0
Cn1c2c(c(=O)n(C)c1=O)[C@@H]1c3c(ccc4ccccc34)OC[C@@H]1CO2,-9,21,2,-1.7,1,0.2%,-2,5,0
COc1ccc(OC)c(NC(=O)Cn2c(C)nc3ccccc3c2=O)c1,28,-2,1,-0.2,-4,1.6%,4,3,1
Cc1ccc(Cl)cc1N1CCN(S(=O)(=O)c2ccc3c(c2)C(C(C)C)C(=O)N3)CC1 (stereo not drawn),-3,-5,.,-0.6,.,3.6%,-3,-7,4
O=C(COc1cc(Cl)c(Cl)cc1Cl)N1CCN(c2ccccn2)CC1,-10,-8,1,-1.2,20,0.3%,-4,-4,1
O=C(CCN1C(=O)c2ccncc2C1=O)Nc1ccc(F)cc1,.,13,-6,0.1,-12,4.0%,1,11,1
O=C(Nc1cccnc1)OCc1ccccc1,-3,-3,-6,-0.5,1,-1.3%,-2,-4,3

# Four entries from above, sorted by the number in RXFP1 agonist, descending:
Compound	D1 antagonist	D2 potentiator	RXFP1 antag	D2 antagonist	RXFP1 agonist	D1 potentiator	TRHR PAM	D1 agonist
CCOC(=O)c1c(-c2ccccc2)csc1NC(=S)NC	13	-15	-22	-13	6.4%	2	-5	2
Cc1ccc(Cl)cc1N1CCN(S(=O)(=O)c2ccc3c(c2)C(C(C)C)C(=O)N3)CC1 (stereo not drawn)	-3	-5	.	.	3.6%	-3	-7	4
Cc1c(C(=O)N2CCOCC2)sc2ncn(CC(=O)N3CCC(C)CC3)c(=O)c12	1	0	9	4	1.6%	1	-2	2
O=c1ccc(NS(=O)(=O)c2ccccc2Cl)cn1Cc1ccc(Cl)c(Cl)c1	-24	3	-9	24	0.0%	-4	0	7

# Additional entries follow:
mol,D1 antagonist,D2 potentiator,RXFP1 antag,D2 agonist,D2 antagonist,RXFP1 agonist,D1 potentiator,TRHR PAM,D1 agonist
CCOc1ccccc1NC(=O)CN1C(=O)COc2ccc(C)cc21,11,1,-2,0.9,14,0.7%,-4,11,5
Cn1c(=O)oc2cc(S(=O)(=O)N3CCCC(C(=O)NCc4cccs4)C3)ccc21 (stereo not drawn),0,5,.,0.1,-1,-1.3%,-4,-9,1
NC(=O)NCCCC(=O)O,-51*,17,1,-0.3,6,-0.3%,2,0,1
C[C@H](NC(=O)OCc1ccccc1)C(=O)NNC(=O)[C@H](C)NC(=O)OCc1ccccc1,19,4,.,0.2,-2,0.0%,1,-2,3
Nc1nnc(SCc2nnc(-c3ccccc3)o2)s1,3,-3,-5,0.0,-6,4.0%,-5,0,0
CC(C)Cn1c(N)c(C(=O)COC(=O)C2CC(=O)N(Cc3ccccc3Cl)C2)c(=O)n(C)c1=O (stereo not drawn),-28,-8,-13,0.7,17,0.5%,-1,-12,3
N#C/C(=C\c1ccccc1)C(=O)Nc1cccnc1,8,4,7,0.0,24,0.9%,-5,2,6
COc1ccccc1CNC(=O)C1CCN(c2nc3ccc(C)cc3[nH]2)CC1,9,1,-21,-0.2,.,-2.0%,0,-6,1
CC(C)OC(=O)NC(C)(C)COC(=O)Nc1cccc(Cl)c1,-13,8,-7,-0.5,7,-1.3%,-9,5,25
CN1CCN(C(CNS(=O)(=O)c2ccc(F)cc2)c2cccnc2)CC1 (stereo not drawn),-10,-4,-10,0.2,6,0.1%,-3,-2,1
Cc1ccc(Cl)cc1N1CCN(C2(c3ccccc3)C(=O)c3ccccc3C2=O)CC1,6,-3,-19,.,.,0.7%,-1,-5,3
Cc1cccc(C)c1-n1c(SCC(=O)N2CC(=O)Nc3ccccc32)nc2ccccc2c1=O,2,6,-3,7.0,-12,3.8%,-4,-2,6
CC(C)COCC1CC2(CC(C)C(=O)CC2=O)C(=O)O1 (stereo not drawn),10,6,-8,1.2,3,-1.0%,2,2,3
Cc1nc(C)c(C(=O)N2CCCC(C(=O)c3ccc4ccccc4c3)C2)s1 (stereo not drawn),-24,15,4,-0.4,8,2.3%,3,0,4
Cc1ccc2c(c1)nnn2C1CCN(C(=O)C2CCCCC2)CC1,-8,-6,-9,0.5,-5,2.0%,-1,0,4

# Entries above marked active in D1 antagonist:
structure	D1 antagonist	D2 potentiator	RXFP1 antag	D2 antagonist	RXFP1 agonist	D1 potentiator	TRHR PAM	D1 agonist
NC(=O)NCCCC(=O)O	-51*	17	1	6	-0.3%	2	0	1

# Following part
mol,D1 antagonist,D2 potentiator,RXFP1 antag,D2 agonist,D2 antagonist,RXFP1 agonist,D1 potentiator,TRHR PAM,D1 agonist
CCOc1ccc(NC(=S)NC(=O)/C=C/c2ccc(OC)c(OC)c2)c([N+](=O)[O-])c1,-9,-13,3,-0.7,-12,-1.2%,-8,9,1
Cc1ccccc1C(=O)NC1CCN(CC(=O)Nc2c(C)cccc2C)CC1,-3,-11,-16,0.3,-9,-0.1%,-8,-1,3
COc1ccc(-c2nc3ccccc3c(C(=O)Nc3ccc(S(=O)(=O)Nc4cc(C)on4)cc3)c2C)cc1,-1,-2,2,1.0,-11,2.7%,0,-3,4
CC1CCN(C(=O)C2CCN(S(=O)(=O)c3cccs3)CC2)CC1,-1,-6,4,-0.8,2,-0.2%,-8,-3,4
Cc1ccc(C(=O)N2CCN(c3ccccc3Cl)CC2)cc1[N+](=O)[O-],-20,8,2,-0.7,10,1.1%,-7,0,-1
CCCn1c(SCC(=O)c2ccc3c(c2)NC(=O)CO3)nc2ccccc21,-3,-7,-17,5.2,2,8.2%,-1,24,2
CC1CCCN(C(=O)CSc2nnc3n(C4CCCC4)c(=O)c4ccccc4n23)C1 (stereo not drawn),7,-2,0,-0.8,-10,2.8%,-4,11,0
CCOc1ccc(C(=O)/C=C/Nc2ccc(S(=O)(=O)Nc3cc(C)nc(C)n3)cc2)cc1,5,9,-3,0.7,3,0.7%,-5,-5,5
CC(Sc1ccccc1)C(=O)Nc1cccc(N(C)S(C)(=O)=O)c1 (stereo not drawn),-7,-10,-18,0.6,-8,1.0%,-8,-3,2
O=C(c1cccs1)N1CCC(Cc2ccccc2)CC1,-6,-9,-2,-0.6,-13,-0.2%,7,-2,3
C#CC(C)(CC)NC(=O)c1cc2c(n(-c3ccc(Cl)cc3)c1=O)CC(C)(C)CC2=O (stereo not drawn),-2,-1,.,0.1,.,-2.6%,1,-5,-1
CCc1ccccc1OCC(=O)N(CC)CC(=O)NCc1ccc(F)cc1,3,-8,1,-1.0,-9,-0.1%,5,-7,3
CC(=O)c1ccccc1OC(=O)c1ccco1,2,-2,0,0.1,-1,2.2%,2,-2,1
O=C1c2ccccc2C(O)N1Cc1ccco1 (stereo not drawn),-9,3,-3,-1.0,7,-0.5%,-2,-5,3
COc1ccc(NC(=O)[C@@H](c2ccccc2)N2Cc3ccccc3C2=O)cc1OC,-4,-2,.,0.4,.,-1.5%,-5,1,1
Cc1ccsc1C1Nc2ccc3ncccc3c2C2=C1C(=O)CC(C)(C)C2 (stereo not drawn),-6,14,-22,-1.7,-11,-0.9%,7,12,5
Cn1c(=O)n(Cc2ccco2)c(=N)c2c3c(sc21)CCCC3,-3,11,4,0.5,0,-0.4%,-2,2,0
COc1ccc(C(=O)NC(=S)NCc2cccnc2)cc1OC,-12,-16,-8,0.1,-15,-1.1%,-10,22,0
Cc1cc(OCC(=O)O)c2ccccc2n1,-8,-1,13,0.3,-4,0.8%,-1,-7,2
CC(C(=O)O/N=C(\N)c1cccnc1)c1ccc([N+](=O)[O-])cc1 (stereo not drawn),9,-10,-8,-0.6,-1,7.3%,-3,15,5
CNC(=O)CN(Cc1ccccc1)S(=O)(=O)c1ccc(Cl)cc1,11,-20,-2,0.0,6,1.6%,3,0,0
CSc1nsc(SC)c1NC(=O)OCc1ccccc1,-5,14,-7,0.1,-16,2.3%,-12,0,2
COC(=O)c1cccc(C(=O)N2CCCC(CNC(=O)c3ccccc3Cl)C2)c1 (stereo not drawn),9,8,10,1.0,-8,-3.5%,13,1,1
COc1ccc(CN(C(=O)c2snc(C(N)=O)c2N)C(C(=O)NC2CCCC2)c2ccc(OC)cc2)cc1 (stereo not drawn),10,5,-8,-0.6,5,4.9%,-5,7,9
COC(=O)[C@H](C)NC(=O)Nc1cccc(Br)c1,2,10,-11,-0.1,9,-0.3%,-1,-7,0
COc1cccc(C(=O)Nc2cc(C)ccc2NC(=O)COc2ccccc2)c1,-20,-1,3,.,-25,-0.2%,1,2,3
Cn1cnnc1SCC(=O)Nc1ccccc1Sc1ccccc1,-1,5,-14,0.4,5,-0.5%,12,-2,5
CS(=O)(=O)N(CC(=O)Nc1ccccc1C(=O)N1CCOCC1)c1ccccc1,5,0,-1,0.1,-10,0.9%,3,8,0
O=C(Cn1c(=O)n(CCCCC(=O)NC2CCCC2)c(=O)c2ccccc21)NCCC1=CCCCC1,15,-2,-2,-0.6,-9,-0.8%,-9,-2,4
CCOC(=O)N1CCN(C(=O)C(CC)c2ccccc2)CC1 (stereo not drawn),5,-5,2,0.5,-14,4.3%,0,-1,3
CCN(C(=O)c1cnc2scc(C)n2c1=O)c1ccccc1C,11,3,0,0.4,-15,1.5%,2,1,2
COc1ccc(NC(=O)CSc2nnc(C3CC3)n2C)cc1S(=O)(=O)N1CCCCC1,6,-1,-3,-0.8,-7,-0.3%,-1,6,0

# Ordered by formula weight (rising): 3 of the compounds above
mol,D1 antagonist,D2 potentiator,RXFP1 antag,D2 agonist,D2 antagonist,RXFP1 agonist,D1 potentiator,TRHR PAM,D1 agonist
CSc1nsc(SC)c1NC(=O)OCc1ccccc1,-5,14,-7,0.1,-16,2.3%,-12,0,2
CCN(C(=O)c1cnc2scc(C)n2c1=O)c1ccccc1C,11,3,0,0.4,-15,1.5%,2,1,2
Cn1cnnc1SCC(=O)Nc1ccccc1Sc1ccccc1,-1,5,-14,0.4,5,-0.5%,12,-2,5
